# MCF10A rereplic = DNA re-replication induction in MCF 10a cells. MCF 10A DNA re-replication, Hoechst nuclear intensity, 48 h. Potency, µM (doses to about 46.1 µM), for inactives: at the top dose activity, positive = re-replication, hits mostly activators. 350,000 compounds, 2.9% hits. AID 624296; note: % of control where 0% means no effect; nearly all actives have a fitted effect of over 50% in size
# Nrf2 block = Nrf2 pathway inhibition | A549 ARE-Fluc reporter, luciferase luminescence, 18-24 h | Potency, µM (doses to about 46 µM), for inactives: top-dose activity change, negative = inhibition, actives largely listed as inhibitors | 360,000 compounds, 2.1% hits | AID 504444; note: % is set by controls: 0 for no effect and ±100 for the full control effect; nearly all actives have a fitted effect of over 60% in size
#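 Nrf2 function is reported as luminescence of an ARE-controlled luciferase in A549 cells. Compounds were tested at several concentrations, and a CellTiter-Fluor read on the same wells flagged cytotoxicity.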
# HepG2 viability = kills HepG2 cells in TGF-b inhibitor counter-screen; HepG2 CAGA-GFP viability, ATP luminescence, 18 h; Potency, µM (highest dose often 46.1 µM), for the others: top-dose activity change, negative = cytotoxicity, most hits filed as cytotoxic; 410,000 compounds, 0.76% hits; AID 588856; note: some results filed as inactive show a strong effect at the top dose
#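 CellTiter-Glo luminescence gave cytotoxicity after 18 hours at 37 degrees C. The cells were HepG2 CAGA-GFP in 1% FBS DMEM, stimulated with 500 pg/mL TGF-beta after compound addition. %Activity was normalised to no-cell wells (complete cell-killing) and DMSO (no toxicity), and curves were fitted and classified.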
# ATXN2 expr inh = reduces ATXN2 reporter expression in HEK-293 cells; HEK-293 ATXN2-luciferase reporter, luminescence, 24 h; Potency, µM (titrated, usually from 57 µM), inactives show top-dose activity change, negative = inhibition, hits mostly inhibitors; 360,000 compounds, 0.72% hits; AID 1745845; note: % is set by controls: 0 for no effect and ±100 for the full control effect; nearly all actives have a fitted effect of over 55% in size
#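 ATXN2-luciferase reporter cells (luciferase flanked by upstream and downstream ATXN2 gene portions) were treated 24 h at 37 °C with compounds at up to 57 uM. SteadyGlo luminescence gave expression; GF-AFC fluorescence gave viability.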
# S2 tox = cell viability loss in ATXN counter-screen; AID 651635; Potency, µM (top dose mostly 56.7 µM), actives largely listed as cytotoxic; S2 cells (HEK-293 line with an ATXN2-luciferase reporter) viability, CellTiter-Fluor protease fluorescence, 24 h; 400,000 compounds, 0.49% hits; note: nearly all actives have a fitted effect of over 40% in size
# EPAC2 antagonist = blocks human EPAC2 exchange factor; Q8WZA2; EPAC2 GEF exchange of Rap1B-BODIPY-GDP, fluorescence; Potency, µM (series often up to 114 µM), inactives show at the highest dose activity, negative = inhibition, hits mostly inhibitors; 360,000 compounds, 0.18% hits; AID 720708; note: % is set by controls: 0 for no effect and ±100 for the full control effect; nearly all actives have a fitted effect of over 45% in size; many of its hits are not listed in these tables
# Target sequence (Q8WZA2 whole entry, looked up): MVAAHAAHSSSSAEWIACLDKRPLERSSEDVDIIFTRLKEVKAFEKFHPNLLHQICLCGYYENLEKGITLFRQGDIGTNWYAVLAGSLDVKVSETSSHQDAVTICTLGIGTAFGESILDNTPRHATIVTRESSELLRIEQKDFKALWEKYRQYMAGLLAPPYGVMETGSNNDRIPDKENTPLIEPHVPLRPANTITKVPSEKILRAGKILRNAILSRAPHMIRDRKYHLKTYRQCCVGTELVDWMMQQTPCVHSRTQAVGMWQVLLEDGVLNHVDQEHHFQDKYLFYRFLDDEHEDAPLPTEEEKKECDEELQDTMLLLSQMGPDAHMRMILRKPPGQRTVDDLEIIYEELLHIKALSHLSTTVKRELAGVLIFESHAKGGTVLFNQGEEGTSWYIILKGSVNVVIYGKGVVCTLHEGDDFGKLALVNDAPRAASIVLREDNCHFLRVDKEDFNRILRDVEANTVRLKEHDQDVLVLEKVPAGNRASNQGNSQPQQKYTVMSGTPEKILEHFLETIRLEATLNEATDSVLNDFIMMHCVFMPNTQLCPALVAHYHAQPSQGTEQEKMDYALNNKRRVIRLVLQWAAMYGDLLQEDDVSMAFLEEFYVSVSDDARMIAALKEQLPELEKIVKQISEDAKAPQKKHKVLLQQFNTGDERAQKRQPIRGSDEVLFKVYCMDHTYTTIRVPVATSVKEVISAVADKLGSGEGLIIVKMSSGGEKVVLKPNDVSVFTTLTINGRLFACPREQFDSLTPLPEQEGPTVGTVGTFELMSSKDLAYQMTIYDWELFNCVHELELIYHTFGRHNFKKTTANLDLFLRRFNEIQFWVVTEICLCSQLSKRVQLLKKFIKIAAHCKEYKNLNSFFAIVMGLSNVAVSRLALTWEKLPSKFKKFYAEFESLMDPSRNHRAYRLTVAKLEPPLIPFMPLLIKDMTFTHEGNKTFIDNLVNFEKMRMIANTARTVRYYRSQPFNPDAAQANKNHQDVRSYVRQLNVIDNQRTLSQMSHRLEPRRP
# TGFb inhibitor = inhibitors of TGF-b signaling. HepG2 CAGA-GFP TGF-b/SMAD3 reporter, GFP fluorescence, 18 h; TGF-beta stimulated, 500 pg/mL final. 410,000 compounds, 1.2% hits. Potency, µM (doses to about 46.1 µM), for the others: at the top dose activity, negative = inhibition, most hits filed as inhibitors; note: % is set by controls: 0 for no effect and ±100 for the full control effect; nearly all actives have a fitted effect of over 65% in size
#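 HEPG2 CAGA-GFP cells (1000/well, DMEM with 1% FBS) were pre-incubated 2 h at 37 degrees C, given compound by pin tool, then stimulated with TGF-beta at 500 pg/mL final for 18 h before per-cell GFP fluorescence imaging.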
# A549 viability = counter-screen for Nrf2 inhibitors: cytotoxicity in A549 cells; A549 ARE-Fluc cells, CellTiter-Fluor viability, 18-24 h; Potency, µM (series often up to 46 µM), without a hit: at the highest dose activity change, negative = cytotoxicity, most hits filed as inhibitors; 390,000 compounds, 0.16% hits; note: % is set by controls: 0 for no effect and ±100 for the full control effect
#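 A549 ARE_Fluc cells in 5% FBS OPTI-MEM were exposed to compounds in concentration-response for 18-24 h at 37 deg C. Viability was read by CellTiter-Fluor fluorescence (Ex 405/Em 525) after 30 min, before the luciferase read.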
# Nrf2 ARE act = Nrf2 pathway activation; AREc32 ARE-luciferase reporter (MCF7-derived line), luminescence, 24 h; Potency, µM (doses to about 46.1 µM), inactives show at the highest dose activation, usual class: activators; 410,000 compounds, 0.31% hits; AID 624171; note: % of control where 0% means no effect; nearly all actives have a fitted effect of over 65% in size
#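 Quantitative high-throughput format: AREc32 reporter cells, 1000 per well, received compound by pin transfer and were incubated 24 hr at 37 deg C, 5% CO2, before Steady-Glo luminescence detection.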
# Numbers without * were called inactive; i = inactive; u = inconclusive; x = no result given; & = joins results of further samples; [ ] = remark or other dose. Calls come from the whole dose curve; as a rule, active = well fitted curve in the direction sought with a large enough effect; inconclusive = small, poorly fitted or top-dose-only effect, or another doubt; inactive = no such curve, though single readings can be large; an effect the other way counts as inactive or inconclusive. Potency is the fitted concentration of half-maximal effect. A portion of the library. The share of hits here may be higher or lower than overall.
SMILES,MCF10A rereplic,Nrf2 block,HepG2 viability,ATXN2 expr inh,S2 tox,EPAC2 antagonist,TGFb inhibitor,A549 viability,Nrf2 ARE act
CC1(C)CC(=O)c2cc(NC(=O)c3ccccc3)c(=O)oc2C1,0%,5%,3%,11%,i,1%,4%,0%,2.6%
CC(=O)c1cccc(NC(=O)C(=O)c2cn(CC(=O)N3CCCCC3)c3ccccc23)c1,0%,8%,0%,5%,i,-4%,-19%,2%,3.7%
C/C(=N/NC(=O)CNC(=O)c1cccc(F)c1)c1ccc2c(c1)CCCC2,-3%,-2%,5%,-4%[11.3 µM],i,-8%,-3%,0%,-0.6%
CCOc1ccccc1NC(=O)CCS(=O)(=O)c1cccc2nonc12,-6%,14%,5%,6%,u,6%,0%,1%,9.5%
COc1cc(C(=O)NNC(=S)NC(=O)c2ccc3c(c2)OCO3)cc(OC)c1OC,u,u,-29%,-39%,i,1%,-17%,0%,-0.1%
C/C(=N\n1cnnc1)c1ccccc1,1%,0%,-3%,-4%,i,4%,-18%,-1%,3.7%
O=C(NCc1cc2ccccc2[nH]1)C1CCC(=O)N(CC2CCCCC2)C1 (stereo not drawn),x,x,-27%,x,i,-16%,-23%,x,7.6%
CCOc1ncccc1C(=O)NCC1COc2ccccc2O1 (stereo not drawn),4%,-13%,-23%,-22%,i,0%,-8%,x,25%
CCOC(=O)C1=C(COC(=O)C2(C)CC2(Cl)Cl)NC(=O)NC1c1ccc(OC)cc1 (stereo not drawn),-16%,u,2%,-18%,i,-23%,11%,-15%,4.4%
COc1cccc(C(=O)Nc2ccc3c(c2)CCCN3C(=O)c2cccs2)c1OC,18%,21µM*,-34%&-55%,u,u,3%,2%&-4%,-11%&0%,3.7%&8.2%
Cc1ccc(NNC(=O)C(=O)N2CCCCC2)cc1,6.5µM*,11%,2%,-20%,u,4%,9%,-7%,1.8%
COc1cc(C(=O)OCC(=O)NC(=O)NC2CCCCC2)cc(Cl)c1OC,-2%,1%,7%,0%,i,-8%,-9%,-7%,0.0%

# Compound profiles (already shown). Order of values: MCF10A rereplic	Nrf2 block	HepG2 viability	ATXN2 expr inh	S2 tox	EPAC2 antagonist	TGFb inhibitor	A549 viability	Nrf2 ARE act
# COc1cccc(C(=O)Nc2ccc3c(c2)CCCN3C(=O)c2cccs2)c1OC in the list: 18%	21µM*	-34%&-55%	u	u	3%	2%&-4%	-11%&0%	3.7%&8.2%
# CCOc1ncccc1C(=O)NCC1COc2ccccc2O1 (stereo not drawn) in the list: 4%	-13%	-23%	-22%	i	0%	-8%	x	25%

# Next section.
SMILES,MCF10A rereplic,Nrf2 block,HepG2 viability,ATXN2 expr inh,S2 tox,EPAC2 antagonist,TGFb inhibitor,A549 viability,Nrf2 ARE act
COc1ccccc1OCC(=O)NNC(=O)c1c(-c2ccccc2Cl)noc1C,1%,-14%,-17%,-13%,i,-5%,-25%,-1%,-0.2%
Cc1cc(C)c(NC(=S)N(CCCN2CCOCC2)Cc2cccnc2)c(C)c1,7%,-11%,2%,17%,i,0%,-18%,0%,-0.4%
Cc1nn(Cc2ccccc2)c(C)c1/C=N/NC(=O)c1ccncc1,-2%,6%,-13%,x,i,1%,-21%,7%,4.6%
Cc1cc(C)c2sc(N(CCN(C)C)C(=O)c3c(F)cccc3F)nc2c1,u,12%,-40%,-17%,i,-12%,u,2%,3.6%
CCOC(=O)c1ccc(NC(=O)c2cn(-c3ccccc3)nc2-c2ccncc2)cc1,14%,2%,-25%,0%,i,-4%,u,1%,4.8%
CC(C)NC(=O)CN1C(=O)CCn2nc(-c3cn(C)c4ccccc34)cc21,x,x,15%,6%,i,x,30%,-1%,-0.5%
CN(CC(=O)Nc1cc(S(=O)(=O)N2CCOCC2)ccc1Cl)C1CCS(=O)(=O)C1 (stereo not drawn),-50%[inhibitor],u,-1%,1%,i,16%,0%,6%,-0.1%
Cc1cccc(NC(=O)CSc2ccc(-c3ccco3)nn2)c1C,-10%,-9%,6%,-8%,i,-7%,-3%,3%,u
CCc1c(C)c2cc(Cl)c(O)c(CN(C)C)c2oc1=O,u,1%,-13%,25%,x,-4%,-14%,u,-0.1%
COC(=O)C(NC(=O)c1ccco1)(Nc1nc(C)cs1)C(F)(F)F (stereo not drawn),1%,-9%,-17%,2%,i,-1%,-1%,-12%,-0.3%
COc1cccc(NC(=O)/C(C#N)=C/c2c(C)n(Cc3ccc(Cl)cc3)c3ccccc23)c1,x,x,-1%,-1%,u,x,u,-24%,2.9%
CCOC(=O)CNC(=O)N1CCCC(Cc2ccccc2)(C(=O)OCC)C1 (stereo not drawn),-12%,-16%,-18%,7%,i,-4%,20%,4%,0.0%
COc1ccc(CCNC(=O)c2ccc3c(c2)N(Cc2cccc(C)c2)C(=O)c2ccccc2S3(=O)=O)cc1OC,x,u,-15%,15%,i,x,-7%,5%,-0.1%
O=C(Nc1cccc2cccnc12)c1ccc(F)cc1,x,u,-5%&-27%,x,x,x,u,1%&14%,13µM*
Cc1nc(COc2ccc(C(=O)NCc3ccccc3CN3CCCCC3)cc2)cs1,9%,-10%,-24%,0%,i,5%,-15%,1%,0.2%
CC(C(=O)NC1CCCC1)N(C(=O)CS(=O)CC(=O)Nc1ccc(F)cc1)c1ccc2c(c1)OCCO2 (stereo not drawn),0%,-6%,0%,8%,i,2%,-3%,-5%,0.1%
CC(C)(CN1CCOCC1)NS(=O)(=O)c1ccccc1,0%,-9%,17%,3%,i,9%,u,2%,-0.1%
CCN(CC)C(=O)C1=C(C)NC(=S)NC1c1cccs1 (stereo not drawn),0%,1%,-1%,x,i,1%,-4%,12%,0.5%
CCOC(=O)c1ccccc1NC(=O)COC(=O)c1ccc(C)c(S(=O)(=O)N2CCOCC2)c1,13%,11%,13%,-16%,i,33%[activator],-3%,0%,-0.2%
CCOC(=O)c1ccc(Nc2ncccc2[N+](=O)[O-])cc1,6%,4%,-13%,-8%,i,7%,2%,-16%,5.8%
CCNc1cc2c(cc1O)CCC1C2CCC2(C)C(O)CCC12 (stereo not drawn),u,3%,-4%,1%,i,6%,u,-3%,u
O=C(CCSc1ccccc1)NCCSc1ccccn1,u,11%,-21%,-10%,i,-3%,0%,2%,0.2%
O=C(NCC(c1ccco1)N1CCCCC1)c1cccc(S(=O)(=O)Nc2ccccc2Cl)c1 (stereo not drawn),19%,u,-35%,-14%,i,-2%,-3%,u,2.9%
CC(=O)Nc1ccc(NC(=O)CN2C(=O)COc3ccc(S(=O)(=O)N4CCCCC4)cc32)cc1,-2%,u,5%,17%,i,3%,6%,-5%,-0.6%
COc1ccc(CNC(=S)NC2CCCCC2)cc1,5%,4%,4%,5%,i,1%,19%,0%,-0.8%
O=C(CCn1nc(-c2ccccc2)ccc1=O)N1CCN(c2ccccn2)CC1,2%,5%,-19%,3%,i,13%,21%,-13%,0.4%
NC(=O)c1cnn2c(-c3ccc(Cl)cc3Cl)ccnc12,4%,8%,3%,-21%,i,-3%,0%,-2%,3.6%
Cc1oc(-c2ccccc2F)nc1CS(=O)CC(=O)NC1CCCC1 (stereo not drawn),-2%,-2%,0%,9%,i,-2%,9%,-3%,-0.3%
CCOC(=O)C1CCN(C(=S)NC2CCCC2)CC1,u,1%,-5%,11%,i,-1%,2%,-3%,-0.3%
CC(=O)Nc1ccc2c(c1)Cc1c-2cc(Cl)c(NC(C)=O)c1Cl,8%,0%,7%,6%,u,-3%,20%,-9%,-0.7%
Cc1cc(C)cc(NC(=O)CCCCCN2C(=O)[C@@H]3Cc4ccccc4CN3C2=O)c1,3%,-4%,-15%,x,i,-10%,u,-5%,0.0%
CN(C(=O)c1cccc(N2C(=O)C3C4C=CC(C4)C3C2=O)c1)C1CCCCC1 (stereo not drawn),15%,-26%,1%,6%,i,-1%,-1%,0%,-0.3%
Fc1ccc(NC(=S)SCc2ccc3c(c2)OCO3)cc1F,x,x,-45%,x,i,-19%,u,x,0.3%
COCC(=O)NC1(c2nnnn2CCOC(=O)Nc2ccc(Cl)cc2)CCCCC1,u,-2%,-19%,9%,i,1%,-26%,-8%,3.4%
CC(=O)OCC(NC(=O)C(C)NC(=O)OC(C)(C)C)C1OC(n2cc(C)c(=O)[nH]c2=O)C(OC(C)=O)C1OC(C)=O (stereo not drawn),x,7%,-8%,x,x,x,-15%,6%,x
C=CCN(CC=C)C(=S)Nc1ccc2nsnc2c1,1%,0%,-13%,x,i,4%,-28%,1%,0.0%

# For convenience, part of the list above:
SMILES,MCF10A rereplic,Nrf2 block,HepG2 viability,ATXN2 expr inh,S2 tox,EPAC2 antagonist,TGFb inhibitor,A549 viability,Nrf2 ARE act
COc1ccc(CNC(=S)NC2CCCCC2)cc1,5%,4%,4%,5%,i,1%,19%,0%,-0.8%
O=C(CCn1nc(-c2ccccc2)ccc1=O)N1CCN(c2ccccn2)CC1,2%,5%,-19%,3%,i,13%,21%,-13%,0.4%

# (next part)
SMILES,MCF10A rereplic,Nrf2 block,HepG2 viability,ATXN2 expr inh,S2 tox,EPAC2 antagonist,TGFb inhibitor,A549 viability,Nrf2 ARE act
Cc1ccc2oc(=O)c(-c3ccc(O)cc3)c(C)c2c1,9%,21%,-14%,13%,i,-6%,-18%,-3%,6.3%
O=C(NCCCN1CCCC1=O)c1ccc(Cl)c(Cl)c1,16%,u,-11%,-10%,i,15%,4%,-1%,4.1%
CCC(C)[C@H](NC(=O)N1CC(=O)Nc2ccccc21)C(=O)NC(C)CCc1ccccc1 (stereo partly drawn),5%,-11%,-1%,4%,u,-6%,-4%,-8%,0.4%
CC(=O)Nc1ccc(NC(=O)CN2CCN(c3cccc(C(F)(F)F)c3)CC2)cc1,2%,u,-15%,5%,i,-3%,-14%,-13%,0.1%
Cc1cc(OCC(=O)N(Cc2ccc(N(C)C)cc2)CC2CCCO2)ccc1Cl (stereo not drawn),x,u,-30%,x,x,x,u,-6%,0.6%
CCOc1cc(C(Nc2cc(C)ccn2)c2ccc3cccnc3c2O)ccc1OC (stereo not drawn),x,5%,-49%,x,x,x,0.79µM*,0%,6.4%
COc1ccc2c(Cl)c(C(=O)N/N=C/c3ccncc3)sc2c1,-2%,-2%,1%,16%,i,37%[activator],4%,6%,0.1%
COc1ccc(NC(=O)c2ccc3c(c2)OCO3)cc1,21%,13%,-17%,x,i,2%,32%[activator],-7%,-0.6%

# Source: PubChem BioAssay
